RECQ1 inh – blocks DNA unwinding by human RECQ1. P46063. RECQ1 DNA unwinding, red fluorescence kinetic read. Potency, µM (highest dose often 57.3 µM), without a hit: at the highest dose activity, negative = inhibition, actives largely listed as inhibitors. 0.54% of 240,000 active. AID 2549;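 note: plate controls were vehicle for no effect and no enzyme for full effect; nearly all actives have a fitted effect of over 30% in size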
Target sequence (P46063 whole entry, looked up): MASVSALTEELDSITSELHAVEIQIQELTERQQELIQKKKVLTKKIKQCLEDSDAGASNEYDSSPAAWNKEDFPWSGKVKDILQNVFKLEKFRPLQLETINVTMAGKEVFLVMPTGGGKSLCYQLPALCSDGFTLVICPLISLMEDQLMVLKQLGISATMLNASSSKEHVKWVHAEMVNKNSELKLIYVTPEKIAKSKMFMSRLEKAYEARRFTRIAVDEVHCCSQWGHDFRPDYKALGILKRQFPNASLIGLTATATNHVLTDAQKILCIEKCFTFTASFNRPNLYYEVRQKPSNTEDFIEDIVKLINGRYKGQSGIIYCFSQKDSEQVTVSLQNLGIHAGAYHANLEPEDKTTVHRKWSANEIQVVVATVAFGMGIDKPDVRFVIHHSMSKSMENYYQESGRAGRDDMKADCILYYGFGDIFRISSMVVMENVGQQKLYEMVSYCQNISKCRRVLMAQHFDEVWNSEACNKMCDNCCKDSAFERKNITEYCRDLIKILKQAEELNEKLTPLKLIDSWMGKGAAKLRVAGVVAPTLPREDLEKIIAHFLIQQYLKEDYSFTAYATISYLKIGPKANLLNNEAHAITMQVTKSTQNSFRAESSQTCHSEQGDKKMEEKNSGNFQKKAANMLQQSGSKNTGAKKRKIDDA
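50 nM RECQ1T1 preincubated 15 min with compound in Tris pH 8.0 buffer with MgCl2, DTT, Tween-20 and 2.5 ug/ml poly(dI-dC); started with 200 nM TAMRA/BHQ-2 forked duplex and 2 mM ATP. Unwinding read as fluorescence (525/598 nm), two reads 2 h apart.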
TRb SRC2 PPI – inhibitors of human thyroid hormone receptor beta-SRC2 interaction; TRbeta-SRC2 peptide binding, fluorescence polarization; receptor liganded with 1 µM T3; Potency, µM (titrated, usually from 106 µM), for the others: top-dose activity change, negative = inhibition, hits mostly inhibitors; 0.065% of 280,000 active; AID 1469;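 note: plate controls were bound peptide for no effect and peptide without receptor for full effect; nearly all actives have a fitted effect of over 50% in size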
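Fluorescence polarization of 20 nM Texas Red SRC2 peptide with 0.6 uM human TRb ligand-binding domain, in Tris buffer with 1uM T3 and 5% DMSO. Incubated 5 hr ambient; normalized to unbound and bound controls.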
TexasRed fluor – Texas Red fluorescence interference in TRb-SRC2 counter-screen. TRb/SRC2 Texas Red total fluorescence interference. Potency, µM (top dose mostly 106 µM), inactives show at the highest dose fluorescence change, negative = quenching. 0.29% of 280,000 active. AID 1479; active = well fitted curve in either direction with a large enough effect; inconclusive = small, poorly fitted or top-dose-only effect; note: % is set by controls: 0 for no effect and ±100 for the full control effect
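Human TRβ ligand-binding domain (0.6 uM) and Texas Red SRC2 peptide (20 nM) in Tris buffer with 1 uM T3 and 5% DMSO were incubated with pinned compound for 5 hr at ambient temperature. Total fluorescence was computed as S + 2P (555/632 nm).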
HTT cytoprotect – cytoprotection in Huntington HTT-Q103 PC12 cell model. PC12 HTT-Q103 induced, cytoprotection, ATP luminescence, 40 h. Potency, µM (series often up to 56.4 µM), without a hit: cytoprotection (ATP increase), actives largely listed as activators. 0.14% of 230,000 active. AID 1471;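 note: % of control where 0% means no effect; nearly all actives have a fitted effect of over 45% in size; toxic huntingtin expression switched on by the ecdysone agonist tebufenozide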
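Quantitative HTS on tebufenozide-induced (100 nM) PC12 cells expressing HTTQ103 exon 1–GFP; compounds tested as a concentration series; survival measured via cellular ATP.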
* marks the source's active call; other numbers are inactive results; i = inactive; ? = inconclusive; . = not tested or not shown; [ ] = dose if it differs, or a comment. Unless noted, calls come from the whole dose curve; as a rule, active = well fitted curve in the direction sought with a large enough effect; inconclusive = small, poorly fitted or top-dose-only effect, or another doubt; inactive = no such curve, though single readings can be large; an effect the other way counts as inactive or inconclusive. Potency is the fitted concentration of half-maximal effect.

compound,RECQ1 inh,TRb SRC2 PPI,TexasRed fluor,HTT cytoprotect
O=P(O)(O)OP(=O)(O)OP(=O)(O)O,.,-3%,0%,-12%
Cc1onc(-c2c(F)cccc2Cl)c1C(=O)NC1C(=O)N2C1SC(C)(C)C2C(=O)O (stereo not drawn),.,7%,-2%,26%
O=NCc1ccc([N+](=O)[O-])o1,.,-6%,-2%,-11%
COc1ccc(C(=O)CCC(=O)O)c2ccccc12,.,3%,-1%,3%
NC(=O)Oc1ccc(Cc2ccccc2)cc1,.,10%,-1%,-22%
CC(C)(C)NC[C@@H](O)c1ccc(O)c(CO)n1,.,1%,-1%,31%
CCCCCCCCCCCCCC(=O)OC(C)C,.,-3%[201 µM],-4%[201 µM],?
O=C(Nc1ccc(Oc2ccc(Cl)cc2)c(Cl)c1)c1cc(I)cc(I)c1O,.,14%,-22%,-54%[inhibitor]
Oc1cc(O)cc(O)c1,.,-5%,-1%,-25%
C=CC(=O)O,.,-1%,1%,-15%
CC(=O)N/N=C/c1ccc([N+](=O)[O-])o1,.,-2%,-1%,-367%[inhibitor]
Cc1cc(O)c2ccccc2c1O,.,1%,-6%,-366%[inhibitor]
C=CCc1cc(OC)c(O)c(C(=O)NCCO)c1,.,4%,-3%,-9%
Nc1c(CC(=O)O)cccc1C(=O)c1ccc(Br)cc1,.,8%,0%,?
[O-][n+]1cccc(CO)c1,.,2%,0%,-2%
O=C(CCN1CCN2CCCC2C1)N1c2ccccc2Sc2ccc(Cl)cc21 (stereo not drawn),.,1%,2%,-37%[inhibitor]
OCC1(CO)COC(C(Cl)(Cl)Cl)OC1,.,-4%,-1%,9%
O=C1[C@@H]2C[C@@H]3C[C@H]1C[C@@](O)(C3)C2,.,0%,-2%,-44%[inhibitor]
COc1nccnc1NS(=O)(=O)c1ccc(N)cc1,.,-4%,-2%,?
O=C(O)[C@H](O)[C@@H](O)[C@H](O)[C@H](O)CO,.,-1%[201 µM],-3%[201 µM],?
CCOC(=O)c1cccnc1,.,0%,-1%,50%
OCC(CO)NC1C[C@](O)(CO)[C@@H](O)[C@H](O)[C@H]1O (stereo partly drawn),.,-7%,1%,43%
O=C(O)c1nc(=O)[nH]c(=O)[nH]1,.,-1%,1%,-18%
CC(C)OC(=O)C(C(=O)OC(C)C)=C1SC=CS1,.,6%,0%,-2%
N[C@@H](CSCCCO)C(=O)O,.,11%,-1%,8%

Grouped by structure: the compounds so far containing a Cl atom.
compound,RECQ1 inh,TRb SRC2 PPI,TexasRed fluor,HTT cytoprotect
Cc1onc(-c2c(F)cccc2Cl)c1C(=O)NC1C(=O)N2C1SC(C)(C)C2C(=O)O (stereo not drawn),.,7%,-2%,26%
O=C(Nc1ccc(Oc2ccc(Cl)cc2)c(Cl)c1)c1cc(I)cc(I)c1O,.,14%,-22%,-54%[inhibitor]
O=C(CCN1CCN2CCCC2C1)N1c2ccccc2Sc2ccc(Cl)cc21 (stereo not drawn),.,1%,2%,-37%[inhibitor]
OCC1(CO)COC(C(Cl)(Cl)Cl)OC1,.,-4%,-1%,9%

Continued:
compound,RECQ1 inh,TRb SRC2 PPI,TexasRed fluor,HTT cytoprotect
O=C(O)c1ccc(/C=C2/SC(=S)N(c3cccc(C(F)(F)F)c3)C2=O)cc1,8%,-3%,-5%,.
O=C1C2C(c3ccccc3)CC=CC2C(c2ccoc2)N1Cc1ccccc1 (stereo not drawn),i,0%,-2%,.
CC12CCC=CC1C(c1ccc3ccccc3c1C=Cc1ccccc1)N(Cc1ccccc1)C2=O (stereo not drawn),i,-6%,0%,.
CC[C@H](C)[C@H](NC(=O)[C@@H](NC(=O)CNC(=O)[C@@H](N)CC(C)C)[C@@H](C)O)C(=O)N1CCC[C@H]1C(=O)NCC(=O)O,0%,5%,0%,.
COc1ccc(C2C=C3CNS(=O)(=O)C3CC2OC(=O)c2cccc(C)c2)cc1 (stereo not drawn),-2%,8%,-1%,.
COc1ccc(C2CC(=O)Oc3c(C(CCN4CCCC(C)C4)c4cc(OC)c(OC)c(OC)c4)c(OC)cc(OC)c32)cc1 (stereo not drawn),i,-2%,1%,.
CSCC[C@H](NC(=O)CNC(=O)CNC(=O)[C@H](CO)NC(=O)[C@H](CCCNC(=N)N)NC(=O)[C@H](CO)NC(=O)[C@H](CC(C)C)NC(=O)[C@H](CC(C)C)NC(=O)CNC(=O)[C@H](C)NC(=O)[C@H](CC(C)C)NC(=O)[C@H](CCCNC(=N)N)NC(=O)[C@H](Cc1cnc[nH]1)NC(=O)[C@@H](NC(=O)[C@@H](N)C(C)C)[C@@H](C)O)C(=O)N[C@H](C(=O)N[C@@H](CCCCN)C(=O)N[C@@H](CO)C(=O)N[C@@H](CC(N)=O)C(=O)N[C@@H](Cc1ccccc1)C(=O)N[C@H](C(=O)N1CCC[C@H]1C(=O)N[C@H](C(=O)N[C@@H](CC(N)=O)C(=O)N[C@H](C(=O)NCC(=O)N[C@@H](CO)C(=O)N[C@@H](CCCCN)C(=O)N[C@@H](C)C(=O)N[C@@H](Cc1ccccc1)C(N)=O)C(C)C)[C@@H](C)O)C(C)C)C(C)C,-7%,-11%,-2%,.
CCN(CC)/[N+]([O-])=N/Oc1cc(O/N=[N+](\[O-])N(C)C)c([N+](=O)[O-])cc1[N+](=O)[O-],-8%,-6%,-6%,.
COc1ccc(/C=C/C(=O)c2c(OC)cc(O)cc2OC)cc1,-13%,4%,1%,.
CCCC[C@H]1C2=C3[C@@H](CC(C(=O)OC)=C[C@@H](C(=O)OC)[C@H]3C(C)(C)C2=O)n2c(=O)n(-c3ccccc3)c(=O)n21,-2%,0%,0%,.
CC(C)C[C@H](N)C(=O)N[C@H](C(=O)N[C@@H](CCCN=C(N)N)C(=O)N[C@H](CS)C(=O)NCC(=O)N[C@@H](CCCCN)C(=O)N[C@@H](Cc1cnc[nH]1)C(=O)N[C@@H](CO)C(=O)N[C@@H](CCCN=C(N)N)C(=O)O)C(C)C,-7%,-4%,0%,.
O=C(O)c1ccccc1OS(=O)(=O)O,-1%,-4%,-5%,.
COc1ccc(-c2nnc3n2N=C(c2cc(OC)ccc2OC)CS3)cc1,-1%,-4%,-1%,.
Cc1c2c(c(O)c3c(O)cccc13)C(=O)O[C@H]2C1C(N(C)C)C(O)=C(C(N)=O)C(=O)[C@H]1O (stereo partly drawn),3.2µM*,?,22µM*[quencher],.
COc1ccc(C2C3C=CCCC3(C)C(=O)N2Cc2ccccc2)cc1Cl (stereo not drawn),-10%,7%,-1%,.
O[C@@H]1COC2[C@@H](O)CO[C@@H]21 (stereo partly drawn),-7%,-23%,?,.
COc1ccc(-c2c(C3C4C=CCCC4(C)C(=O)N3Cc3ccccc3)ccc3ccccc23)cc1OC (stereo not drawn),-1%,-7%,1%,.
C=C(C)C1CCC(C)C(OC(C)=O)C1 (stereo not drawn),-10%,1%,3%,.
COc1ccc(COC[C@H](C)[C@H](O[Si](C)(C)C)[C@@H](C)[C@H]2OC(=O)[C@H]2C)cc1,i,-3%,0%,.
COc1ccc(C2C3C=CCC(c4cccc(-c5ccc(N(C)C)cc5)c4)C3C(=O)N2Cc2ccccc2)cc1Cl (stereo not drawn),i,-8%,1%,.
CC[C@H](C)[C@H](NC(=O)CNC(=O)[C@@H](NC(=O)[C@@H](NC(=O)[C@H](Cc1ccc(O)cc1)NC(=O)[C@H](CC(C)C)NC(=O)[C@H](C)NC(=O)[C@H](CCC(N)=O)NC(=O)CNC(=O)[C@@H]1CCCN1C(=O)CNC(=O)[C@H](Cc1ccccc1)NC(=O)[C@H](Cc1cnc[nH]1)NC(=O)[C@@H](NC(=O)CNC(=O)[C@H](CCCNC(=N)N)NC(=O)[C@H](CCCNC(=N)N)NC(=O)[C@@H](NC(=O)[C@H](CC(N)=O)NC(=O)[C@@H](N)CS)[C@@H](C)O)[C@@H](C)CC)[C@@H](C)O)[C@@H](C)O)C(=O)O,15%,6%,1%,.
COc1cc(OC)cc(-c2nnc3n2N=C(c2ccc(OC)cc2OC)CS3)c1,i,4%,-4%,.
C=C1CCN(C(CC(C)C)C(=O)O)S(=O)(=O)c2ccccc21 (stereo not drawn),-2%,4%,0%,.
COc1ccc(C2/C=C\CN(C(=O)c3ccccc3)C(Cc3ccccc3)C(=O)N2Cc2ccc(F)cc2)cc1 (stereo not drawn),-11%,0%,0%,.
C=C1CCN(C(C(=O)O)C(C)C)S(=O)(=O)c2ccccc21 (stereo not drawn),16%,5%,-1%,.
COc1cccc(-c2nnc3n2N=C(c2ccc(OC)cc2OC)CS3)c1,-13%,-5%,-1%,.
CN(C(=O)c1ccc(OCC=C(c2ccccc2)c2ccccc2)cc1)c1ccccc1I,i,-2%,-2%,.
CC(C)[C@H](NC(=O)[C@H](CCC(N)=O)NC(=O)CNC(=O)[C@@H]1CCCN1C(=O)[C@H](Cc1ccc(O)cc1)NC(=O)CN)C(=O)O,-17%,-4%,?,.
C=CCCN(C(C)C(=O)OC)S(=O)(=O)c1ccccc1Br (stereo not drawn),-11%,2%,-1%,.
Cc1cc2c(c(C)c1Cl)C(c1ccc3c(c1)OCO3)CC(O)(c1ccccc1)O2 (stereo not drawn),-17%,3%,-1%,.
CSCC[C@H](NC(=O)[C@H](Cc1ccccc1)NC(=O)[C@H](Cc1cnc[nH]1)NC(=O)CNC(=O)[C@@H](NC(=O)[C@H](C)NC(=O)[C@H](Cc1c[nH]c2ccccc12)NC(=O)[C@H](CC(C)C)NC(=O)[C@H](CC(N)=O)NC(=O)CN)[C@@H](C)O)C(N)=O,18%,1%,-10%,.
COc1ccccc1C1(O)CCN(CCCn2c3ccccc3c3ccccc32)CC1,1%,11%,0%,.
COC(=O)C1=C[C@@H](C(=O)OC)[C@@H]2C3=C(C(=O)C2(C)C)[C@H](c2ccccc2)[C@@H]2C(=O)N(c4ccccc4)C(=O)[C@@H]2[C@@H]3C1,-2%,3%,-3%,.
c1ncc(CCCC2CCNCC2)[nH]1,12%,6%,3%,.
C[C@H](N)C(=O)N[C@@H](Cc1ccc(F)cc1)C(=O)N[C@@H](CCCN=C(N)N)C(=O)N[C@@H](CC1CCCCC1)C(=O)N[C@@H](CCCCN=C(N)N)C(=O)N[C@@H](Cc1ccc(O)cc1)C(N)=O,-2%,3%,5%,.

Sorted by SMILES length (smallest number first): 5 of the compounds above
compound,RECQ1 inh,TRb SRC2 PPI,TexasRed fluor,HTT cytoprotect
C=CCCN(C(C)C(=O)OC)S(=O)(=O)c1ccccc1Br (stereo not drawn),-11%,2%,-1%,.
COc1ccccc1C1(O)CCN(CCCn2c3ccccc3c3ccccc32)CC1,1%,11%,0%,.
CC(C)[C@H](NC(=O)[C@H](CCC(N)=O)NC(=O)CNC(=O)[C@@H]1CCCN1C(=O)[C@H](Cc1ccc(O)cc1)NC(=O)CN)C(=O)O,-17%,-4%,?,.
C[C@H](N)C(=O)N[C@@H](Cc1ccc(F)cc1)C(=O)N[C@@H](CCCN=C(N)N)C(=O)N[C@@H](CC1CCCCC1)C(=O)N[C@@H](CCCCN=C(N)N)C(=O)N[C@@H](Cc1ccc(O)cc1)C(N)=O,-2%,3%,5%,.
CSCC[C@H](NC(=O)[C@H](Cc1ccccc1)NC(=O)[C@H](Cc1cnc[nH]1)NC(=O)CNC(=O)[C@@H](NC(=O)[C@H](C)NC(=O)[C@H](Cc1c[nH]c2ccccc12)NC(=O)[C@H](CC(C)C)NC(=O)[C@H](CC(N)=O)NC(=O)CN)[C@@H](C)O)C(N)=O,18%,1%,-10%,.

Compound activity deposited in PubChem by National Center for Advancing Translational Sciences (NCATS).

Some of the compounds tested; count on the stated rates, not on these rows.
